# Screens (PubChem)
# A3G deaminase: APOBEC3G DNA deaminase inhibitors, primary screen, biochemical, fluorescence, single-stranded DNA substrate, uHTS; DNA dC->dU-editing enzyme APOBEC-3G (Homo sapiens), Q9HC16; recombinant A3G, ssDNA deamination FAM/TAMRA fluorescence; inhibition, % at 20 µM; actives 0.28% (n = 330,000); AID 493012, 2011;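 active means inhibition of at least 40% at 20 µM, with no more than 30% in the related APOBEC3A deaminase screen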;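 further: plate controls were DMSO wells with A3G for no effect and wells lacking A3G enzyme for full effect; some compounds called inactive have numbers as strong as hits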
# Target sequence (Q9HC16 whole entry, looked up): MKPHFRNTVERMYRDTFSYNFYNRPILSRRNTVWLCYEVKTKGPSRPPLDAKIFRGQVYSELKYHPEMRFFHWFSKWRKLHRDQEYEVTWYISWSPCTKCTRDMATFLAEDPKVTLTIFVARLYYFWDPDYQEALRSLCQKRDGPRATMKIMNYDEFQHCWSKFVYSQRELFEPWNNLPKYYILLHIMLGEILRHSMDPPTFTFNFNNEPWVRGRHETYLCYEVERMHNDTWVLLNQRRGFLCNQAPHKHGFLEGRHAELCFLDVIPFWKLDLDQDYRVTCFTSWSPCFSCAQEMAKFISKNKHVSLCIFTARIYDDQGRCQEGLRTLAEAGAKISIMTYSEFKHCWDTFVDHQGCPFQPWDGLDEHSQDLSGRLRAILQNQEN
# A3A deaminase: APOBEC3A ssDNA deaminase inhibitors, primary screen, selectivity assay for APOBEC3G inhibitor project, biochemical, FAM/TAMRA oligo cleavage fluorescence; DNA dC->dU-editing enzyme APOBEC-3A (Homo sapiens), P31941; recombinant A3A, FAM/TAMRA ssDNA deamination fluorescence; inhibition, % at 20 µM; actives 0.41% (n = 330,000);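 active means at least 40% inhibition at 20 µM here, with at most 30% in a related deaminase screen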;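 further: plate controls were A3A with DMSO for no effect and wells lacking A3A enzyme for full effect; some results filed as inactive read as strong as hits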
# mIAP act: activators of mouse IAP, primary screen, biochemical, luminescence, uHTS. intestinal alkaline phosphatase [Mus musculus]. muIAP, CDP-Star luminescence, 30 min; hits give high values; 1 = vehicle-only enzyme signal, 0 = enzyme-free wells. activation factor at 10 µM. actives 0.24% (n = 330,000);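 active means activation factor of at least 2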; further: the source names both 10 and 20 µM as test concentration; values of inactives mirror those of a sister screen read the other way
#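 Assay system: mouse IAP enzyme; reagent: chemiluminescent substrate CDP-Star; dosing: test compounds delivered from DMSO solution; schedule: 30 min at room temperature; measured by: luminescence from enzymatic CDP-Star hydrolysis; controls: DMSO-only wells and no-enzyme negative control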
# tim10-1 inh: growth inhibitors of tim10-1 mutant yeast, primary screen, luminescence, uHTS; S. cerevisiae tim10-1 ts strain growth, BacTiter-Glo, 24 h; inhibition, % at 20 µM; actives 2.2% (n = 330,000);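 active means inhibition of at least 40%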;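 further: mutant grown at 25 °C; 0% = DMSO wells with yeast and 100% = wells holding no yeast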
# NALP3 yeast inh: NALP3 inflammasome inhibitors in reconstituted yeast, primary screen, luminescence, uHTS. Yeast reconstituted NLRP3/ASC/caspase-1, beta-gal luminescence, 24 h. inhibition, % at 10 µM. actives 0.39% (n = 330,000);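 active means inhibition of 50% or more; inactive means inhibition below 50%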;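 further: plate controls were induced DMSO wells for no effect and uninduced yeast grown without galactose for full effect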
# TIM10 inh: growth inhibitors of isogenic TIM10 control yeast, primary screen, counter-screen for tim10-1 yeast inhibitor project, luminescence, uHTS | S. cerevisiae TIM10 strain growth, BacTiter-Glo luminescence, 24 h | inhibition, % at 10 µM | actives 1.4% (n = 330,000);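 active means inhibition of 40% or more at the single tested concentration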;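 further: wild-type TIM10 isogenic control strain grown at permissive 25 °C; 0% = DMSO yeast wells and 100% = minimal medium wells without yeast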
# MIN6 prolif: inducers of MIN6 beta-cell proliferation, primary screen, ATP luminescence, uHTS. MIN6 cells proliferation, ATPlite luminescence, 48 h; cells starved in 0.2% serum; 100% = growth in 10% serum. proliferation, % at 10 µM. actives 0.29% (n = 330,000);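 active means compounds whose signal lies at least 3.5 SD above the mean of all wells on their plate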;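 further: 0% = DMSO-treated cells in low-serum medium and 100% = 10% serum control; some compounds called inactive have numbers as strong as hits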
# hIAP block: human IAP inhibitors, primary screen, biochemical, luminescence, uHTS. actives 0.12% (n = 330,000). inhibition, % at 10 µM. purified IAP, CDP-Star luminescence, 30 min. Intestinal-type alkaline phosphatase (Homo sapiens), P09923;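 active means inhibition reaching a set limit with compound at 10 µM in the primary screen, cut at about 35% in these data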;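 further: plate controls were DMSO wells with enzyme for no effect and no-enzyme buffer wells for full effect; values of inactives mirror those of a sister screen read the other way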
# Target sequence (P09923 whole entry, looked up): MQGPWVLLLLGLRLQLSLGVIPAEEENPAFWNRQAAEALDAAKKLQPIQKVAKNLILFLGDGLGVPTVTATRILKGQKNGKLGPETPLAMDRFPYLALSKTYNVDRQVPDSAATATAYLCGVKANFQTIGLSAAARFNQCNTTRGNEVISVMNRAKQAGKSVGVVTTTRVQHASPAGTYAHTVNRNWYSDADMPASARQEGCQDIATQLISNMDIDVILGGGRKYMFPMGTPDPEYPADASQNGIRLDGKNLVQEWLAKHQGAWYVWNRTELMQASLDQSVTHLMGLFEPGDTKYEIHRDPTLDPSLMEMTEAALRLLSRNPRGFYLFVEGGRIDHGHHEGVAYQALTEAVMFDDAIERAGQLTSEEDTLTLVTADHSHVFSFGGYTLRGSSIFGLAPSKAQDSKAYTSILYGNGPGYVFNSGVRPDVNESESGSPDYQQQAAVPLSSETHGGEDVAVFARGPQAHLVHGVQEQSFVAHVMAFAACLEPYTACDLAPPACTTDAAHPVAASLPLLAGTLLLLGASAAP
# mIAP block: inhibitors of mouse IAP, primary screen, biochemical, luminescence, uHTS. purified mouse IAP, CDP-Star luminescence, 30 min. inhibition, % at 10 µM. actives 0.2% (n = 330,000). AID 2806, 2010;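 active means inhibition of at least 40% at 10 µM in the primary screen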;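 further: plate controls were DMSO with enzyme for no effect and no enzyme wells for full effect; values of inactives mirror those of a sister screen read the other way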
# * marks the source's active call; other numbers are inactive results.
# Sample of the layout (two entries):
# Order of results – A3G deaminase, A3A deaminase, mIAP act, tim10-1 inh, NALP3 yeast inh, TIM10 inh, MIN6 prolif, hIAP block, mIAP block
C/C(=C\c1ccc(N)cc1)c1nc2ccccc2[nH]1
    -6, 1, 1, -3, 4, 6, -4, 11, 0
CCc1ccc2cccc3c2c1N=CN3C
    6, 3, 0.93, 12, 27, 4, -2, 2, 7

# Results, repeating the preview:
# Order of results – A3G deaminase, A3A deaminase, mIAP act, tim10-1 inh, NALP3 yeast inh, TIM10 inh, MIN6 prolif, hIAP block, mIAP block
C/C(=C\c1ccc(N)cc1)c1nc2ccccc2[nH]1
    -6, 1, 1, -3, 4, 6, -4, 11, 0
CCc1ccc2cccc3c2c1N=CN3C
    6, 3, 0.93, 12, 27, 4, -2, 2, 7
Cn1c(=O)oc2cc(S(=O)(=O)N3CCCC(C(=O)NCc4ccc5c(c4)OCO5)C3)ccc21 (stereo not drawn)
    -6, 2, 1.2, -11, 13, -1, -2, -6, -16
CC(c1ccccc1)n1cnc2ccccc21 (stereo not drawn)
    -1, -1, 0.99, 17, -9, -12, -3, -9, 1
COCCn1nnnc1SCC(=O)c1ccccc1
    -6, -2, 1.1, 27, -25, -1, -2, -1, -12
CC(OC(=O)c1cc(=O)[nH]c2ccccc12)C(=O)N1C(C)CCCC1C (stereo not drawn)
    -6, -2, 0.91, -2, 20, 6, 1, 11, 9
Nc1nc(C(=O)N2CCOCC2)nn1S(=O)(=O)c1ccccc1
    -8, 0, 0.98, 13, 14, 24, 0, 11, 2
Cc1cc(-c2onc(C)c2C(=O)O)no1
    8, 3, 1, 11, 16, -9, -1, -15, 0
CC(C)Oc1cccc(C(=O)Nc2ccc(CN3CCOCC3)cc2)c1
    -2, -1, 1.2, 12, 9, 2, -2, -11, -18
CCN(CC(=O)NCc1cccs1)C(=O)c1cccc(S(=O)(=O)N2CCc3ccccc32)c1
    -9, 6, 0.97, 2, 18, 4, 2, -4, 2
COC(=O)C(O)(CC(=O)Nc1ccc(Cl)cc1F)C(F)(F)F (stereo not drawn)
    -3, -2, 0.94, 10, 12, 11, -1, -5, 6
O=C1CCC[C@@H]2Cc3[nH]c4c(Cl)ccc(Cl)c4c3[C@@H]3CCN1[C@H]23
    1, 3, 1.2, 28, 23, 10, 4, 3, -17
O=C(COC(=O)c1ccc(S(=O)(=O)N2CCCCC2)cc1)Nc1ccccc1
    8, -4, 1, 17, 22, 16, -1, -23, -4
O=C(c1cc2cc(F)ccc2[nH]1)N1CCc2ccccc2C1
    -4, 0, 1, 34, 8, 18, -3, 5, 0
CSc1ccc(CNc2nc3ccccc3n3cnnc23)cc1
    -3, -1, 1, 9, 14, 9, -3, -12, -5
Cc1cccc(C)c1NC(=O)N1C2CCC1CC(O)(c1cccnc1)C2 (stereo not drawn)
    -6, -5, 1, 6, -3, -29, -2, -5, -4
Cc1ccc(NNC(=O)c2cc(C)on2)c(C)c1
    -3, -5, 0.88, -66, 24, 21, 0, 8, 12
CN(C)c1ccc(/C=N\NC(=O)c2ccc(Cn3cc(Cl)cn3)cc2)cc1
    5, 1, 1, 0, 1, 5, 1, -8, -4
Cn1nc(-c2ccc(S(N)(=O)=O)s2)cc1C(F)(F)F
    -8, -2, 0.86, 3, 14, 14, -2, -18, 14
COc1cccc(CN(CC(=O)NC2CCCC2)C(=O)c2csnn2)c1
    -4, -3, 1.1, 8, 24, -7, 2, -9, -6

# Later entries:
compound	A3G deaminase	A3A deaminase	mIAP act	tim10-1 inh	NALP3 yeast inh	TIM10 inh	MIN6 prolif	hIAP block	mIAP block
CC1CCN(c2ccccc2NC(=S)NC(=O)c2ccco2)CC1	-2	-2	0.91	34	-1	43*	-6	3	9
Cc1cc(C)c(S(=O)(=O)c2ccccc2C)c(SCC(C)C)n1	-2	3	1.1	24	-6	21	-1	-11	-9
Cc1cnc(NC(=O)CSc2nnc(COc3c(C)cccc3C)o2)s1	-4	-1	0.81	16	16	0	-1	-12	19
C=CCOC(=O)C1=C[C@@H](c2ccccc2)C[C@@H](OCc2ccc(CO)cc2)O1	-3	-2	0.98	7	22	10	-4	9	2
CCOc1ccc(S(=O)(=O)Nc2ccc3c(c2)c2c(n3S(=O)(=O)c3ccc(OCC)cc3)CCCC2=O)cc1	-3	-2	0.82	5	2	3	0	-8	18
COc1ccccc1C(=O)Nc1ccccc1N1CCOCC1	3	4	0.99	21	30	13	-2	6	1
O=C(Nc1ccc2c(c1)OCCO2)c1cccnc1	-3	0	1	11	-5	7	0	-8	-1
Cc1ccc(/C=N/NC(=O)CC(=O)NCc2cccnc2)cc1	-7	-4	0.93	8	16	-2	-1	12	7
CCC(=O)Nc1ccnc(-c2cccnc2)n1	0	5	0.95	11	1	-4	1	11	5
COc1cccc(NC(=O)C2CCN(S(=O)(=O)c3ccc4c(c3)C(C)(C)C(=O)N4C)CC2)c1	-6	1	1.4	-15	6	0	1	8	-37
COc1ccccc1N1CCN(C(=O)c2cc3c(-c4ccc(Cl)cc4)nn(C)c3s2)CC1	-4	-1	0.86	15	-2	11	-5	-9	14
O=C(CN1CCC(Cc2ccccc2)CC1)NC(=O)NCc1ccccc1	-6	-2	1	25	33	16	0	1	-2
Cc1cc(NS(=O)(=O)c2ccc(NC(=O)c3ccc([N+](=O)[O-])s3)cc2)nc(C)n1	-7	-3	1	8	17	6	-4	-2	-1
COC(=O)CN1C(=O)N/C(=C/c2ccc(OC)c(C)c2OC)C1=O	-4	3	0.94	11	3	-7	-2	2	6
Clc1cccc(Cl)c1CSc1nnc2ccccn12	-3	24	0.94	29	14	7	-2	8	6
CC(C)CNC(=O)c1cccc(NC(=O)c2ccccc2-c2ccccc2C(=O)O)c1	-2	-1	1.1	1	11	0	3	16	-5

# 5 consecutive compounds from above, for reference:
compound	A3G deaminase	A3A deaminase	mIAP act	tim10-1 inh	NALP3 yeast inh	TIM10 inh	MIN6 prolif	hIAP block	mIAP block
O=C(CN1CCC(Cc2ccccc2)CC1)NC(=O)NCc1ccccc1	-6	-2	1	25	33	16	0	1	-2
Cc1cc(NS(=O)(=O)c2ccc(NC(=O)c3ccc([N+](=O)[O-])s3)cc2)nc(C)n1	-7	-3	1	8	17	6	-4	-2	-1
COC(=O)CN1C(=O)N/C(=C/c2ccc(OC)c(C)c2OC)C1=O	-4	3	0.94	11	3	-7	-2	2	6
Clc1cccc(Cl)c1CSc1nnc2ccccn12	-3	24	0.94	29	14	7	-2	8	6
CC(C)CNC(=O)c1cccc(NC(=O)c2ccccc2-c2ccccc2C(=O)O)c1	-2	-1	1.1	1	11	0	3	16	-5

# (next part)
compound	A3G deaminase	A3A deaminase	mIAP act	tim10-1 inh	NALP3 yeast inh	TIM10 inh	MIN6 prolif	hIAP block	mIAP block
CCN(CC)CCNC(=O)c1ccc(NC(=O)C2CC(=O)N(CCc3ccc(OC)c(OC)c3)C2)cc1 (stereo not drawn)	-10	1	0.97	-8	11	-5	-1	8	3
CCn1c(SCC(=O)Nc2cc(NC(C)=O)ccc2OC)nnc1-c1cccnc1	-8	-2	0.98	15	8	19	-3	12	2
CCc1cccc(NC(=O)CN(C)C2=NS(=O)(=O)c3ccccc32)c1	0	0	1.3	3	6	9	-6	0	-33
COc1cc(OC)c(OC)cc1/C=N/NC(=S)NCC1CCCO1 (stereo not drawn)	-1	3	1	30	15	23	1	11	0
O=C(Nc1ncn[nH]1)c1ccc([N+](=O)[O-])cc1[N+](=O)[O-]	-2	3	0.83	6	-3	43*	-2	3	17
O=[N+]([O-])c1ccc(N2CCN(C(=S)c3cccc([N+](=O)[O-])c3)CC2)cc1	66*	1	0.85	8	-16	-2	-4	5	15
Cc1ccc(-c2c(NCCc3ccccc3)c(=O)c2=O)cc1	2	4	0.96	-11	6	12	-1	-14	4
Cc1ccc(-n2ncc3c(SCc4ccccc4)ncnc32)cc1	-9	-5	0.96	11	5	15	-4	-1	4
Nc1ccc(OCCCc2c(N)nc(N)nc2N)cc1	29	16	0.87	-25	12	-18	1	6	13
CNc1nc(-c2ccccc2)nc(-c2ccccc2)c1C#N	-8	-2	1.1	9	-5	-5	-2	-6	-12
Cc1ccc(NC(=O)c2cc(=O)[nH]c3ccc(S(=O)(=O)N4CCOCC4)cc23)cc1	-7	-3	0.99	-3	9	7	1	-1	1
Cc1ccc(/C=N/NC(=O)c2nnn(-c3nonc3N)c2CSc2ccccc2)s1	2	1	1	6	-7	2	-2	0	-4
CSc1ccc(/C=C(\NC(=O)c2ccc(C)cc2)C(=O)NN)cc1	-2	2	1	6	-2	17	-1	-4	-3
Cc1ccc(S(=O)(=O)N(C)c2ccc(C(=O)NCc3ccccc3F)cc2)cc1	-1	37	1	-3	27	-13	-4	0	-1
O=C(c1ccccc1)N1CCN(CC(O)COc2ccc(Br)cc2)CC1 (stereo not drawn)	-4	0	1	11	24	2	-2	-25	-3
Cc1ccc(C)n1CCN1CCN(C(=O)CC#N)CC1	9	2	0.97	-4	24	-4	4	9	3
CN(C)S(=O)(=O)c1ccc(C(=O)OCn2nnc3ccccc3c2=O)cc1	-3	-4	1.1	5	9	-11	0	-10	-14
O=C(Nc1ccc(N2CCCC2)cc1)C(Cl)c1ccccc1 (stereo not drawn)	-3	-3	0.96	25	-3	9	-1	-10	4
CN(C)c1ccc(/C=C(\NC(=O)c2ccccc2)C(=O)N/N=C/c2ccc(C(=O)O)cc2)cc1	-10	-3	0.97	8	11	6	-3	-2	2
CN(Cc1cnn(C)c1)C(=O)C1CCC(=O)N(Cc2ccc(Cl)cc2)C1 (stereo not drawn)	-5	0	1	-10	-3	3	-1	-18	0
COc1ccc(OC)c(C(C(=O)NC2CCCCC2)N(C(=O)c2ccccn2)c2cccnc2)c1 (stereo not drawn)	-10	-2	0.93	-8	9	-6	0	-4	7
Cc1ccc(C(=O)Cn2c(C)cc(C)c(C#N)c2=O)cc1	-3	-3	1.1	22	-3	-6	-3	8	-9
Cn1c(Cc2cccs2)nnc1SCC(=O)Nc1ccc(F)cc1F	-8	4	1	-13	11	0	1	4	-4

# The order is random; about 4.6% have a hit in one of these screens.
